BH1578 lux ind – inducers of Vibrio cholerae quorum light production without autoinducers, primary screen, BH1578 luxS cqsA deficient, single point | 0.16% of 350,000 active | AID 588436, 2011 | activation, % at 18.7 µM | V. cholerae BH1578 lux reporter, luminescence, 6 h; in the data active means activation mostly above about 9.7%, no sharp cut-off; inconclusive means no clear call, values can overlap the other calls; inactive means mostly below about 3.7%; further: not every result past the cut was called active; inactives centre near 0; reference of the scale not given here
SARS 3CLpro inh – SARS-CoV 3CLpro protease inhibitors, primary screen, biochemical, quenched FRET; inhibition, % at 6 µM; 0.14% of 290,000 active; AID 1706, 2009; recombinant SARS-CoV 3CLpro, quenched FRET peptide cleavage; Replicase polyprotein 1ab (Severe acute respiratory syndrome coronavirus), P0C6X7; in the data active means inhibition above about 12%
SSB-PriA inh – inhibitors of Klebsiella pneumoniae PriA binding to SSB C-terminal tail, primary screen, biochemical, AlphaScreen. AlphaScreen SSBct-PriA binding, biotinylated peptide. inhibition, % at 33 µM. 0.6% of 430,000 active. AID 1272365, 2023; in the data active means inhibition mostly above about 37%, no sharp cut-off; inactive means mostly below about 20%;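 further: plate controls were negative control peptide for no effect and reference peptide for full effect; strong numbers were not always called active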
PrPC TRFRET – inhibitors of human cell surface prion protein PrPC, primary screen, cell-based, TR-FRET; TR-FRET read-out; 0.43% of 370,000 active; inhibition, % at 13.8 µM; AID 720596, 2013; Major prion protein (Homo sapiens), P04156; in the data active means inhibition above about 24%; further: 0% = median of the test wells and 100% = reference compound wells
BoNT A protease – BoNT/A light chain protease inhibitors, primary screen, biochemical, flow cytometry, MLPCN library | Botulinum neurotoxin type A light chain protease (Clostridium botulinum A str. ATCC 3502) | multiplex microsphere protease substrate cleavage | inhibition, % at 10 µM | 0.17% of 360,000 active | AID 588499, 2011; further: plate controls were buffer without enzyme for full effect and enzyme alone for no effect
PfHsp40 rescue – rescue of yeast from PfHsp40 toxicity, primary screen, S. cerevisiae, ATP luminescence; S. cerevisiae expressing PfHsp40, growth rescue; growth rescue, % at 12.5 µM; 0.68% of 340,000 active; AID 504582, 2011; in the data active means growth rescue above about 28%, passing the limit was not always enough; inconclusive means no clear call, values can overlap the other calls;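 further: yeast W303a lacking pdr1 and pdr3 grown in galactose medium; growth measured after three days at 30 °C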
Y pestis TopoI – Yersinia pestis topoisomerase I inhibitors, primary screen, biochemical, cleavage product accumulation, plate reader, single point | DNA topoisomerase I (Yersinia pestis CO92) | Y. pestis Topo-I cleavage product accumulation | activity, % at 10 µM | 0.064% of 360,000 active | AID 504884, 2011; in the data active means activity above about 50%, passing the limit was not always enough; inconclusive means no clear call, values can overlap the other calls; further: inactives centre near 2
Anthrax LF prot – Bacillus anthracis LF protease inhibitors, primary screen, biochemical, multiplex microsphere, MLPCN library; Lethal factor (Bacillus anthracis), P15917; multiplex microsphere protease cleavage assay; inhibition, % at 10 µM; 0.12% of 360,000 active; AID 588501, 2011; further: plate controls were buffer without enzyme for full effect and enzyme alone for no effect
TcdB inh – TcdB glycohydrolase inhibitors, primary screen, biochemical, single point, plate reader; AID 652162, 2013; Toxin B (Clostridioides difficile), P18177; 0.24% of 350,000 active; inhibition, % at 9.99 µM; TcdB glycohydrolase enzymatic assay; in the data active means inhibition above about 10%
* = called active by the depositor; i = inactive; ? = inconclusive; · = not tested or not shown. Unless noted, no stated cut-off is given here; in the data, active means inhibition above about 30%; inconclusive means no clear call, values can overlap the other calls; inactive means below that.

SMILES	BH1578 lux ind	SARS 3CLpro inh	SSB-PriA inh	PrPC TRFRET	BoNT A protease	PfHsp40 rescue	Y pestis TopoI	Anthrax LF prot	TcdB inh
CN1CCN(c2ccc(S(=O)(=O)N3CCOCC3)cc2NC(=O)CCc2ccccc2)CC1	-0.2	2	-4	-12	-0.8	-0.6	5	6	-0.3
O=c1ccc(Cl)cn1Cc1ccccc1F	-2.9	2	-14	5	-0.2	-0.8	2	2	·
Cn1c(=O)[nH]c(=O)c2c1nc(N1CCCCCC1)n2CCN1CCCCCC1	-0.2	1	-17	3	-0.6	?	7	-3	·
CCCCn1c(C)c(C(=O)OCC)c2c(CN3CCCC3)c(O)ccc21	i	-7	6	-13	-5.2	-0.3	10	-9	0.4
Cc1cccc(C)c1OCC(=O)OC/C(O)=C(\C#N)c1nc2ccccc2[nH]1	-0.8	-3	-3	15	3.6	-0.8	5	4	0.1
Cc1cc(N2CCCc3ccccc32)n2ncnc2n1	-0.4	2	-10	0	-0.4	-1.1	7	-4	-0.7
Cc1ccc(S(=O)(=O)NCC(=O)OC(C)C(=O)NC(=O)NC2CCCCC2)cc1C (stereo unspecified)	-3.8	·	7	-3	0.9	1.1	20	-5	2.6
C/C(=N\Nc1ccc(Cl)c(C(=O)O)c1)c1cc2ccccc2o1	i	6	·	-3	-0.6	-1.0	2	-5	0.0
COc1ccccc1C(=O)Nc1nnc(-c2ccco2)s1	-0.9	1	-7	-11	-0.4	-0.2	22	2	1.5
CCN(C(=O)COC(=O)CCOc1cccc(C)c1)c1c(N)n(Cc2ccccc2)c(=O)[nH]c1=O	-2.9	·	-5	7	-6.8	-0.3	1	4	0.1
O=C(CSc1nccc(=O)[nH]1)Nc1cccc(S(=O)(=O)N2CCOCC2)c1	-0.2	3	-14	2	-0.5	-0.4	4	-5	0.1
Oc1ccc(NCc2ccccc2OCc2ccccc2F)cc1	i	0	47	-13	0.9	-0.5	-17	-3	·
Cc1ccccc1-n1nnnc1SCC(=O)NC1CC1	i	·	-8	-2	-0.3	-0.1	2	-9	3.0
O=C(N/N=C/c1c(Cl)cccc1Cl)c1ccccc1F	-0.3	3	·	5	-1.3	-0.6	-2	-1	1.4
Cc1ccc(C(=O)NCC(=O)OCCOc2cccc(Cl)c2)cc1	-0.7	·	-16	1	2.9	0.4	6	5	1.7
O=C(CCC(=O)N1CCN(c2ccccn2)CC1)Nc1nnc(C(F)(F)F)s1	-0.4	1	-6	1	-6.5	-1.0	2	19	-0.1
Cc1ccccc1C(=O)Nc1ccc(C(=O)N/N=C/c2ccc(O)cc2)cc1	i	-4	·	16	-4.9	0.3	2	-2	1.5
COc1cccc(C(=O)Nc2ccc(Cl)c(C(F)(F)F)c2)c1	i	10	-43	18	-0.1	?	-7	2	·
OCCCCc1nccc2c1[nH]c1ccccc12	-0.9	-2	-6	4	-7.0	0.5	-4	-4	-0.1
CC1(c2ccc3ccccc3c2)NC(=O)N(CC(=O)NCc2cccs2)C1=O (stereo unspecified)	i	5	-16	4	-0.4	0.3	4	-1	-0.5
Cc1cc(C)nc(-n2nc(C)cc2NC(=O)CNC(C)c2ccccc2)n1 (stereo unspecified)	i	2	-8	-3	0.6	-0.4	1	-3	·
CCCCn1c(N)c(N(CC)C(=O)c2ccccc2C(F)(F)F)c(=O)[nH]c1=O	-3.8	-2	0	5	0.9	1.0	11	-12	0.1
CC(=O)c1ccc(OCC(=O)N(C2CCCCC2)C2CCS(=O)(=O)C2)cc1 (stereo unspecified)	-0.7	·	-15	-2	0.1	·	-5	?	1.1
COc1cc(/C=N/n2c(COc3ccccc3)n[nH]c2=S)cc(Br)c1O	i	6	·	-4	-3.8	6.7	3	-6	-2.1
Cc1ccc(-n2nc3ccc(N)cc3n2)cc1	-0.6	-2	8	-2	3.1	1.0	-15	2	·
Cc1ccc(C2(O)C(=O)c3ccccc3C2=O)c(O)c1C	i	3	9	8	·	0.2	0	·	-8.1
COC(=O)C1=C(c2c(C)noc2C)C[C@@H]2CC[C@H]1N2C(=O)N1CCC(C)CC1	-0.5	·	-7	6	-0.1	-1.1	0	2	-0.3
COc1ccc(NC(=O)COC(=O)c2cc(Cl)ccc2O)cc1S(=O)(=O)N1CCCCC1	-2.1	·	-12	-1	1.9	-0.7	1	-3	-1.3
CCC(c1nnnn1-c1ccc2c(c1)OCCO2)N1CCN(C(=O)c2ccco2)CC1 (stereo unspecified)	·	·	·	8	-0.3	·	·	-7	-0.2
O=C(CCC(=O)c1cccs1)Nc1ccccc1F	-0.2	-2	-4	2	-0.5	-0.2	-6	-5	0.7
CC(C)c1ccc(NC(=O)[C@H]2CSCN2C(=O)[C@@H]2CCC(=O)N2)cc1	i	1	-5	0	1.3	1.0	3	-5	0.5
CCOC(CNC(=O)c1ccc2c(c1)ncn2-c1cccc(F)c1)OCC	i	1	-3	-1	0.6	-0.8	-2	3	-0.3
CC1=NN(c2ccccc2)C(=O)C1N=Nc1cccc(O)c1 (stereo unspecified)	i	3	36	-19	-2.4	1.4	-10	-13	-0.9
C/C(=N\Nc1ccc(Cl)c(C(=O)O)c1)c1cccc2ccccc12	i	2	·	-10	-3.8	-0.2	0	2	0.7
Cc1ccc(-c2nnc(CSc3nnc(COc4cccc5ccccc45)n3-c3ccccc3)o2)cc1	0.4	2	-7	-5	-1.0	1.4	34	-4	·
COc1ccc(CC(=O)OCC(=O)NC(=O)NC(C)C)cc1	-5.9	-1	-9	-1	-1.7	-1.4	1	-3	·
COc1ccc(Cl)cc1-c1cc(C(=O)NCc2ccccc2)[nH]n1	-0.4	·	·	10	-0.3	·	-3	-9	1.1
Cn1cnnc1Sc1nc2ccccc2nc1NS(=O)(=O)c1ccccc1	i	4	-2	-1	-2.0	1.0	-12	3	·
C[C@H](CO)N1C[C@H](C)[C@@H](CN(C)CC2CC2)Oc2c(NC(=O)Cc3ccccc3)cccc2C1=O	i	·	3	-1	0.1	-1.8	39	-3	3.5
Cc1cc(=O)oc2cc(OC(=O)CCN3C(=O)c4ccccc4C3=O)ccc12	-0.2	1	-8	3	2.0	-0.5	-7	-4	3.9

Full records, quoted from the list:
COc1ccc(NC(=O)COC(=O)c2cc(Cl)ccc2O)cc1S(=O)(=O)N1CCCCC1 in the list: BH1578 lux ind = -2.1; SARS 3CLpro inh = ·; SSB-PriA inh = -12; PrPC TRFRET = -1; BoNT A protease = 1.9; PfHsp40 rescue = -0.7; Y pestis TopoI = 1; Anthrax LF prot = -3; TcdB inh = -1.3
Cc1ccc(-c2nnc(CSc3nnc(COc4cccc5ccccc45)n3-c3ccccc3)o2)cc1 in the list: BH1578 lux ind = 0.4; SARS 3CLpro inh = 2; SSB-PriA inh = -7; PrPC TRFRET = -5; BoNT A protease = -1.0; PfHsp40 rescue = 1.4; Y pestis TopoI = 34; Anthrax LF prot = -4; TcdB inh = ·

(listing goes on)
SMILES	BH1578 lux ind	SARS 3CLpro inh	SSB-PriA inh	PrPC TRFRET	BoNT A protease	PfHsp40 rescue	Y pestis TopoI	Anthrax LF prot	TcdB inh
COc1ccc(C(=O)/C=C/c2ccc(OC)c(O)c2)c(F)c1	-0.6	-1	14	-6	0.1	2.6	0	-6	·
COc1ccc(-c2cc(C(=O)NC3=NCCS3)c3ccccc3n2)cc1OC	-0.2	2	-17	-7	2.3	3.4	0	0	0.7
CCN(C(=O)CSc1nc2ccccc2c(=O)n1-c1ccc(C)cc1)C1CCS(=O)(=O)C1 (stereo unspecified)	2.8	-3	3	2	-0.3	0.7	-12	-3	1.0
COc1cc(C(=O)Nc2cc(C)ccn2)ccc1OCC(=O)N1CCOCC1	-0.3	-3	0	-3	-3.0	0.3	-8	2	1.2
CCCCCCCc1ccc(-c2ccc(O)cc2)nc1	-0.4	5	-11	11	1.6	253*	37	2	0.1
N=c1n(CC(=O)c2cccs2)c2ccccc2n1Cc1ccccc1	-0.8	5	2	2	-3.6	0.4	-1	5	0.5
CCC(CC)NC(=O)C1CC(=O)N(CCc2ccc(F)cc2)C1 (stereo unspecified)	0.0	4	-22	5	6.5	-0.1	1	-1	0.9
CCOC(=O)C1=C(C)Nc2nnnn2C1c1ccccc1Cl (stereo unspecified)	0.4	2	-20	0	0.3	-0.1	-1	-2	·
CC(C)CN1CCN(Cc2cccc3ncccc23)CC1CCO (stereo unspecified)	-1.0	0	-9	1	-0.7	12	4	-2	6.3
O=C(c1cc(Cl)c(=O)n(Cc2ccc(Cl)cc2)c1)N1CCOCC1	-0.2	-2	-8	-2	?	-0.6	5	?	·
CCC1(c2cccc(Cl)c2)NC(=O)N(Cc2cc(C(=O)OC)c(C)o2)C1=O (stereo unspecified)	-0.3	3	-3	8	-0.1	0.1	-2	-3	·
Cc1ccc(NC(=O)C(Cc2ccccc2)n2cccc2)cc1 (stereo unspecified)	-4.3	0	-6	4	-0.5	2.2	12	6	1.4
Cc1[nH]c2ccccc2c1C(=O)CN1CCCC(C)C1 (stereo unspecified)	i	0	5	-7	-2.8	-0.4	-3	3	2.1
C[C@H]1O[C@@H](n2cc(F)c(=O)[nH]c2=O)[C@H](O)[C@@H]1O	i	·	-22	1	-0.6	-1.4	1	-1	1.5
NNC(=O)c1sccc1OCc1ccc(Cl)cc1Cl	-0.7	1	-10	0	5.6	-0.2	8	2	-1.7
CCCSc1ncnc2sc(C)c(C)c12	-0.2	-2	-34	-4	-0.3	0.2	3	-2	0.1
Cc1cc(C)c([N+](=O)[O-])cc1NCC(=O)N1CCN(c2ccccc2)CC1	i	5	4	4	1.0	-1.0	2	1	0.2
COc1cc(C(c2c(C)[nH][nH]c2=O)c2c(C)[nH][nH]c2=O)ccc1OS(=O)(=O)c1ccc(C)cc1	-0.3	3	-15	-3	0.3	-1.4	2	0	·
CC(=O)c1cc(C(=O)Nc2ccc(C(=O)O)cc2)oc1C	-1.3	1	-14	6	-0.2	0.2	-1	0	·
O=C(Nc1nnc(C2CC2)s1)c1ccco1	-0.4	-3	-5	4	0.2	0.0	-11	5	-0.5
COc1ccc(S(=O)(=O)N(C)CC(=O)NC2CCCC2)cc1Cl	0.4	-4	-8	7	-0.3	-0.7	-3	1	·
CC(Oc1ccc(F)cc1)c1ccnc2nc(/N=C/N(C)C)nn12 (stereo unspecified)	-0.1	5	·	5	-0.2	-0.9	11	-2	1.4
COc1cccc(/C=N/NC(=O)N/N=C/c2cccc(OC)c2O)c1O	-1.2	-9	·	8	-0.3	0.2	12	-6	-1.6
CC1(c2nnc(-c3cccc(Cl)c3)o2)CC(c2ccccc2F)=NO1 (stereo unspecified)	-2.4	·	-39	-1	-0.3	0.3	5	-6	·
CCOc1cc(C2c3c(n[nH]c3C)C(=O)N2c2ccc(C)cc2)ccc1O (stereo unspecified)	i	4	-17	0	1.3	-0.9	7	-1	·
CCOc1ccc(N2CC(C(=O)Nc3ccc(S(=O)(=O)NCC4CCCO4)cc3)CC2=O)cc1 (stereo unspecified)	-0.3	-3	-14	-6	1.7	0.8	17	-2	0.1
O=C(Cc1n[nH]c(=O)c2ccccc12)OCC(=O)c1ccc(OC(F)F)cc1OC(F)F	5.6	·	5	-7	0.6	-0.8	4	1	-1.3
CCCCC(C(=O)NC(C)(C)C)N(Cc1ccccc1Cl)C(=O)c1snc(C(N)=O)c1N (stereo unspecified)	1.1	2	-8	-6	-0.4	1.0	-4	10	0.4

Assay outcomes as filed in PubChem BioAssay.

A portion of the library, so the mix of outcomes need not match the whole.
